TRPC6 act: mouse TRPC6 channel activators, primary screen, cell-based, HEK293, membrane potential dye; B-score at 10 µM; HEK293-TRPC6 membrane potential dye fluorescence; hits give high values; Short transient receptor potential channel 6 (Mus musculus), Q61143; AID 2550, 2010; 0.13% of 310,000 active;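 active means B-score of the integrated fluorescence ratio above library mean plus 3 SD, and starting fluorescence ratio within library mean plus 5 SD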;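 further: higher score means more depolarization so channel activation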
Target sequence (Q61143 whole entry, looked up): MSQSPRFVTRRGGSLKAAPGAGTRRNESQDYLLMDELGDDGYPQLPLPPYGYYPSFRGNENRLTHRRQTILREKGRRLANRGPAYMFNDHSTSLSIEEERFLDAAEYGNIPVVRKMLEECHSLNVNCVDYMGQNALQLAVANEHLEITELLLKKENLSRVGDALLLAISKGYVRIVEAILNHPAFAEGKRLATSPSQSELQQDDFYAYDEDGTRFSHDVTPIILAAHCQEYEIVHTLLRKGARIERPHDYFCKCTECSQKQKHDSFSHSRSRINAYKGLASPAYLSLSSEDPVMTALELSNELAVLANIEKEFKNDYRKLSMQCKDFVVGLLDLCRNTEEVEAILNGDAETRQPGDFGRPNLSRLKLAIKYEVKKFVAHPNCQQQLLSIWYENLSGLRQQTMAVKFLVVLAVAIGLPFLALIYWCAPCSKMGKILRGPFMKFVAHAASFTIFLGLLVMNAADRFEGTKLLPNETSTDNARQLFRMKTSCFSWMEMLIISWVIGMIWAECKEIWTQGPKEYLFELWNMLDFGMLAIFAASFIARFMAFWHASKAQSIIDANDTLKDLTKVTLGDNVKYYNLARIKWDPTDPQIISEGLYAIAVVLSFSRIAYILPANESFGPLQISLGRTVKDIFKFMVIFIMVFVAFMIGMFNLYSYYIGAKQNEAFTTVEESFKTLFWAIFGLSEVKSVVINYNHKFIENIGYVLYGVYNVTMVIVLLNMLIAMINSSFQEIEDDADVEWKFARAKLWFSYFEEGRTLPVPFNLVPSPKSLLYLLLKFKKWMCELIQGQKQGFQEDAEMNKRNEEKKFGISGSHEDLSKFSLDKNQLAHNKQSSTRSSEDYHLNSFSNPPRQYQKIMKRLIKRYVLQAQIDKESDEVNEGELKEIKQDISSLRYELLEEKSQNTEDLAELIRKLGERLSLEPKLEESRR
ANO1 activ: TMEM16A chloride channel activators or potentiators, primary screen, cell-based, HTS | Anoctamin-1 (Mus musculus), Q8BHY3 | HEK293 TMEM16A/YFP-H148Q/I152L, iodide quench fluorescence; hits give low values | B-score at 10 µM | 0.3% of 340,000 active;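 active means fluorescence-ratio B-score plate-corrected deviation score at least 3 library SD below zero, with starting fluorescence score within 5 deviations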;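 further: channel opened by trigger with iodide after compound preincubation; score built on the fluorescence ratio of max minus min over baseline; more negative score means more quench and so TMEM16A activation or potentiation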
ANO1 block: TMEM16A chloride channel inhibitors, primary screen, cell-based, HTS | HEK293 TMEM16A/YFP iodide influx fluorescence, ionomycin | normalized B-score (activity score, 25-100; higher = stronger inhibition) at 10 µM | 1.2% of 310,000 active;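 active means ratio plate-corrected score three or more library SD toward inhibition, starting fluorescence score within five deviations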;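 further: score derived from kinetic fluorescence span divided by baseline fluorescence per well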
SKKanGAS inh: S. pyogenes SKKanGAS growth inhibitors in kanamycin, primary screen, streptokinase expression inhibitor project, SKKanGAS strain, BacTiter-Glo luminescence; 6 h; inhibition, % at 7.5 µM; 1.3% of 300,000 active;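 active means mean replicate score, as percent of positive control median, at least 50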;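 further: strain carries kanamycin resistance gene driven by streptokinase promoter and grows in 40 µg/ml kanamycin; loss of luminescence reflects streptokinase promoter inhibition or plain growth inhibition; 0% = median of DMSO wells and 100% = positive control at its reference dose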
RGS4 inh: RGS4 inhibitors, primary screen, cell-based, HEK293 M3R inducible RGS4, calcium flux. AID 463165, 2010. B-score at 10 µM. Regulator of G-protein signaling 4 (Homo sapiens), P49798. 0.45% of 310,000 active. Fluo-4 calcium flux; hits give high values; triggered by carbachol at its EC20;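 active means B-score, a plate-corrected calcium signal, over three deviations above library mean, with baseline fluorescence within five deviations of library mean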;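 further: RGS4 expression induced by doxycycline in cells with stable M3 receptor; B-score is computed from the integrated fluorescence ratio over baseline after carbachol; higher B-score means a larger calcium signal and so more RGS4 inhibition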
HDAC3 inh: HDAC3 deacetylase inhibitors, primary screen, biochemical, fluorescence, cell-free homogeneous. 0.15% of 320,000 active. AID 2718, 2010. recombinant HDAC3, fluorogenic peptide/trypsin coupled. inhibition, % at 8.3 µM; in the data active means inhibition above about 26%, passing the limit was not always enough
MrgX1 antagonist: antagonists of human MrgX1 receptor, primary screen, HEK293 cells, Fluo-4 calcium flux; Mas-related G-protein coupled receptor member X1 (Homo sapiens), Q96LB2; BAM8-22 antagonism; hits give low values; B-score at 10 µM; 1.3% of 310,000 active;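 active means calcium-response B-score plate-corrected more than 3 library SD below zero, starting fluorescence within 5 deviations, no agonist response on first addition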;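 further: peak minus trough fluorescence over baseline after final BAM8-22 challenge near maximal dose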
MrgX1 allo act: positive allosteric modulators of MrgX1, primary screen, HEK293 cells, Fluo-4 calcium flux; Mas-related G-protein coupled receptor member X1 (Homo sapiens), Q96LB2; FDSS; hits give high values; AID 588675, 2011; B-score at 10 µM; 0.63% of 310,000 active;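 active means plate-corrected calcium response at least 3 library SD above typical, normal starting fluorescence, not activating the receptor alone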;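 further: compound read alongside a low EC10 to EC30 dose of BAM8-22 agonist; peak minus trough fluorescence over baseline measured at the second addition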
TRPC6 inhibitor: mouse TRPC6 channel inhibitors, primary screen, cell-based, HEK293, membrane potential dye; Short transient receptor potential channel 6 (Mus musculus), Q61143; ACh-evoked depolarization; hits give low values; B-score at 10 µM; 1.1% of 310,000 active; AID 2553, 2010;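 active means B-score under library mean minus 3 SD, initial fluorescence not abnormally high, positive integrated signal ratio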;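 further: B-score derived from integrated fluorescence ratio over the kinetic read; more negative B-score means stronger inhibition of depolarization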
RGS4 pot: RGS4 potentiators or activators, primary screen, cell-based, HEK293 M3R inducible RGS4, calcium flux; carbachol calcium flux Fluo4; hits give low values; B-score at 10 µM; 0.92% of 310,000 active; AID 463111, 2010;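 active means B-score of the integrated calcium signal more than 4 SD below the library mean, with starting fluorescence not abnormally high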;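 further: negative B-score means reduced calcium response which marks RGS4 activation or potentiation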
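Reagent: ECmax carbachol challenge; Test system: M3R-expressing HEK293 line, RGS4 induced by doxycycline; Schedule: overnight RGS4 induction, 30 min dye load 37 °C, 20 min compound RT; Detection: calcium dye Fluo4 fluorescence; Read-out: Agonist-evoked peak-minus-minimum fluorescence over baseline, integrated ratio, B score.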
MrgX1 ag: agonists of human MrgX1 receptor, primary screen, HEK293 cells, Fluo-4 calcium flux | Mas-related G-protein coupled receptor member X1 (Homo sapiens), Q96LB2 | AID 588627, 2011 | B-score at 10 µM | Fluo-4 calcium fluorescence, agonist mode; hits give high values | 0.44% of 310,000 active;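 active means calcium response B-score plate-corrected fluorescence ratio at least 3 library SD, with starting fluorescence B-score inside 5 SD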
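Material: HEK293 cells stably expressing human MrgX1 receptor | Quantity: 15,000 cells per well | Times: Cells plated overnight, dye loaded 0.5 h 37 °C, 0.5 h room temperature | Measured by: Kinetic Fluo-4 NW fluorescence of intracellular calcium | Control set: Positive and negative controls per plate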
Starred values were filed as active, the others as inactive; i = inactive; · = not tested or not shown. Rows were taken by chance, and some 6.7% of all compounds hit somewhere here.

compound	TRPC6 act	ANO1 activ	ANO1 block	SKKanGAS inh	RGS4 inh	HDAC3 inh	MrgX1 antagonist	MrgX1 allo act	TRPC6 inhibitor	RGS4 pot	MrgX1 ag
CCOC(=O)c1c(SC)[nH]c2c(Cl)cccc2c1=O	i	i	i	-2.5	i	·	i	i	i	i	i
O=C(NC1CCCCC1)c1cc(-c2ccc(F)cc2)on1	i	i	i	-7.9	i	-0.7	i	i	i	i	i
Cn1c(=O)n(CCOc2ccc([N+](=O)[O-])cc2)c2ccccc21	i	i	i	3.1	i	6.6	i	i	i	i	i
COc1ccc(CC(=O)Nc2c(C(=O)N3CCN(c4ncccn4)CC3)oc3ccccc23)cc1	i	i	i	1.3	i	3.0	i	i	i	i	i
CC(=O)c1ccc(S(=O)(=O)N2CCCC2)cc1	i	i	i	-1.1	i	1.6	i	i	i	i	i
CC(C)(C)c1cc(NC(=O)c2cc(F)c(F)c(F)c2F)no1	i	i	i	-12.8	i	2.4	i	i	i	i	i
CCC(=O)N(CCc1ccccc1C)Cc1cc2ccc(C)cc2[nH]c1=O	i	i	i	-4.2	i	0.2	i	i	i	i	i
Cc1ccc(CNC(=O)Cn2nnc(C(=O)Nc3ccc(Br)cc3)c2N)cc1	i	i	i	-3.6	i	5.2	i	i	i	i	i
C=CCc1ccc(OCCCNC2CCCC2)c(OC)c1	i	i	i	4.5	i	0.4	i	i	i	i	i
CC(NC(=O)c1ccco1)C1COc2ccccc2O1 (stereo not drawn)	i	i	i	-9.5	i	-3.4	i	i	i	i	i
O=C(COc1cccc(Cl)c1)NCc1ccccc1	i	i	i	-6.2	i	0.8	i	i	i	i	i
COc1ccc(NC(=O)C(=O)NCC(c2ccco2)N2CCc3ccccc3C2)cc1 (stereo not drawn)	i	i	i	10.7	i	3.3	i	i	i	i	i
COc1ccc(CN2CCC(N3CC(C)OC(C)C3)CC2)c(OC)c1 (stereo not drawn)	i	i	i	1.9	i	10.5	-4.77*	i	i	i	i
COc1ccc2nc(N3C(=O)/C(=C/c4ccccc4)NC3=S)sc2c1	i	i	i	92.4*	i	-3.1	i	6.78*	i	i	i
O=C(OCCN1CCCCC1)c1ccc(O)cc1	i	i	i	-1.6	i	-2.9	i	i	i	i	i
C1CN(CC23CC4CC(CC(C4)C2)C3)CCO1	i	i	i	0.5	i	-5.3	i	i	i	i	i
CN(C)c1ccc(C(C(=O)NC2CCCC2)N(Cc2cccnc2)C(=O)c2snc(C(N)=O)c2N)cc1 (stereo not drawn)	i	i	i	2.6	i	4.0	-6.45*	i	i	i	i
O=C(O)C1CCC(Cn2c(SCc3cc(=O)n4ccccc4n3)nc3ccsc3c2=O)CC1 (stereo not drawn)	i	i	i	18.6	i	-2.6	i	i	i	i	i
CCOC(=O)c1c(NC(=O)OC)sc(C(=O)N(C)C)c1C	i	i	i	3.4	i	-3.2	i	i	i	i	i
OC(CNC1CCCCC1)CNC1CCCCC1	i	i	i	-0.1	i	4.5	i	i	i	i	i
Cc1ccc(S(=O)(=O)Nc2ccc3c(c2)CCC3)cc1C	i	i	i	-1.5	i	7.3	i	i	i	i	i
O=c1[nH]c(/C=C/c2ccc([N+](=O)[O-])cc2)c([N+](=O)[O-])c(=O)[nH]1	i	i	i	-2.8	i	9.3	i	i	i	i	i

Among those listed so far, eleven contain nitrogen in an aromatic ring.
compound	TRPC6 act	ANO1 activ	ANO1 block	SKKanGAS inh	RGS4 inh	HDAC3 inh	MrgX1 antagonist	MrgX1 allo act	TRPC6 inhibitor	RGS4 pot	MrgX1 ag
CCOC(=O)c1c(SC)[nH]c2c(Cl)cccc2c1=O	i	i	i	-2.5	i	·	i	i	i	i	i
O=C(NC1CCCCC1)c1cc(-c2ccc(F)cc2)on1	i	i	i	-7.9	i	-0.7	i	i	i	i	i
Cn1c(=O)n(CCOc2ccc([N+](=O)[O-])cc2)c2ccccc21	i	i	i	3.1	i	6.6	i	i	i	i	i
COc1ccc(CC(=O)Nc2c(C(=O)N3CCN(c4ncccn4)CC3)oc3ccccc23)cc1	i	i	i	1.3	i	3.0	i	i	i	i	i
CC(C)(C)c1cc(NC(=O)c2cc(F)c(F)c(F)c2F)no1	i	i	i	-12.8	i	2.4	i	i	i	i	i
CCC(=O)N(CCc1ccccc1C)Cc1cc2ccc(C)cc2[nH]c1=O	i	i	i	-4.2	i	0.2	i	i	i	i	i
Cc1ccc(CNC(=O)Cn2nnc(C(=O)Nc3ccc(Br)cc3)c2N)cc1	i	i	i	-3.6	i	5.2	i	i	i	i	i
COc1ccc2nc(N3C(=O)/C(=C/c4ccccc4)NC3=S)sc2c1	i	i	i	92.4*	i	-3.1	i	6.78*	i	i	i
CN(C)c1ccc(C(C(=O)NC2CCCC2)N(Cc2cccnc2)C(=O)c2snc(C(N)=O)c2N)cc1 (stereo not drawn)	i	i	i	2.6	i	4.0	-6.45*	i	i	i	i
O=C(O)C1CCC(Cn2c(SCc3cc(=O)n4ccccc4n3)nc3ccsc3c2=O)CC1 (stereo not drawn)	i	i	i	18.6	i	-2.6	i	i	i	i	i
O=c1[nH]c(/C=C/c2ccc([N+](=O)[O-])cc2)c([N+](=O)[O-])c(=O)[nH]1	i	i	i	-2.8	i	9.3	i	i	i	i	i

Results in HDAC3 inh, for some of the entries so far:
molecule	HDAC3 inh
Cc1ccc(S(=O)(=O)Nc2ccc3c(c2)CCC3)cc1C	7.3
C=CCc1ccc(OCCCNC2CCCC2)c(OC)c1	0.4

Screening data (PubChem BioAssay)
